Screening data (PubChem BioAssay)
FEN1 inh: qHTS Assay for the Inhibitors of Human Flap endonuclease 1 (FEN1); Recombinant FEN1 flap cleavage, fluorescence, 15 min; Potency, µM (titrated, usually from 114 µM), without a hit: at the top dose activity change, negative = inhibition, most hits filed as inhibitors; actives 0.35% (n = 390,000); AID 588795, 2011; note: nearly all actives have a fitted effect of over 65% in size
Target sequence (P39748 whole entry, looked up): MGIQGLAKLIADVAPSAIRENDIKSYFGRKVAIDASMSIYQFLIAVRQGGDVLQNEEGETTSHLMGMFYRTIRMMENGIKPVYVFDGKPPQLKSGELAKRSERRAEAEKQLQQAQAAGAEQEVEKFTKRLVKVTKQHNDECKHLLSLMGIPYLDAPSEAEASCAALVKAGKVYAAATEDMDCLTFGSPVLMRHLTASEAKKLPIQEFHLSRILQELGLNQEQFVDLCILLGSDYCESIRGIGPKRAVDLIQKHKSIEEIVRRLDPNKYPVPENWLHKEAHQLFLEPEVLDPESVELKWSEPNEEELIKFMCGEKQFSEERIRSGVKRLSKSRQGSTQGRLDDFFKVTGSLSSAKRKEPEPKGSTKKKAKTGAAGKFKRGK
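Read-out was taken twice, immediately and after 15 min, following addition of 50 nM substrate to 10 nM FEN1 that had sat with test compound for 15 min at room temperature. Curves came from a four-parameter Hill model.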
TDP1 block: qHTS Assay for Inhibitors of Tyrosyl-DNA Phosphodiesterase (TDP1); Tyrosyl-DNA phosphodiesterase 1 (Homo sapiens), Q9NUW8; recombinant TDP1, AlphaScreen DNA substrate cleavage; Potency, µM (doses to about 130 µM), inactives show at the highest dose activity change, negative = inhibition, hits mostly inhibitors; actives 0.28% (n = 350,000); note: nearly all actives have a fitted effect of over 40% in size
Target sequence (Q9NUW8 whole entry, looked up): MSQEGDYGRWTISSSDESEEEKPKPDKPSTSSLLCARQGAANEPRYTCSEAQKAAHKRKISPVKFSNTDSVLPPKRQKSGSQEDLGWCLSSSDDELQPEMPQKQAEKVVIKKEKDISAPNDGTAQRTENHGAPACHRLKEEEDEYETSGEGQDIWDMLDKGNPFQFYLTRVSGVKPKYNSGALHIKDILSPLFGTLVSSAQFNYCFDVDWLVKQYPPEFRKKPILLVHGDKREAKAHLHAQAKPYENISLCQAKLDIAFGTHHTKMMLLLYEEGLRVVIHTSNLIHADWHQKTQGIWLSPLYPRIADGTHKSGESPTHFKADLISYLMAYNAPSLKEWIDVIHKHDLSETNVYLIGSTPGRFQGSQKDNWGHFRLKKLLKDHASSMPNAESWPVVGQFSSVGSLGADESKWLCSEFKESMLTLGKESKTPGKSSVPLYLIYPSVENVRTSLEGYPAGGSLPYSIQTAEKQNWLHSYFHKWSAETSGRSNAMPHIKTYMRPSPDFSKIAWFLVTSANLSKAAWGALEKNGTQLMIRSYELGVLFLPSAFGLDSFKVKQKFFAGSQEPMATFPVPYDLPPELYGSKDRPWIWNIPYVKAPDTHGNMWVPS
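Recombinant human Tdp1 (E. coli-expressed, 1 nM final) preincubated with compounds 15 min at room temperature, then 5'-biotin/3'-phosphotyrosine-FITC DNA substrate (15 nM final) added for 5 min. AlphaScreen beads (10 ug/ml final) added 10 min; cleavage lowers signal.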
N370S GC: qHTS Assay for Inhibitors and Activators of N370S glucocerebrosidase as a Potential Chaperone Treatment of Gaucher Disease | Lysosomal acid glucosylceramidase (Homo sapiens), P04062 | N370S GC spleen homogenate, 4MU-glucoside fluorescence | Potency, µM (top dose mostly 59.4 µM), for the others: at the highest dose activity change, negative = inhibition, actives largely listed as inhibitors | actives 0.092% (n = 330,000) | AID 2101, 2009;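 note: 0% = full enzyme activity and -100% = no enzyme basal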
An asterisk follows results filed as active; ? = inconclusive; nt = no result given; & = joins results of further samples; [ ] = another dose, or the depositor's remark. Calls come from the whole dose curve; as a rule, active = well fitted curve in the direction sought with a large enough effect; inconclusive = small, poorly fitted or top-dose-only effect, or another doubt; inactive = no such curve, though single readings can be large; an effect the other way counts as inactive or inconclusive. Unless noted, % is set by controls: 0 for no effect and ±100 for the full control effect; potency is the fitted concentration of half-maximal effect.

FEN1 inh | smiles | TDP1 block | N370S GC
17% | O=C(COc1ccc(S(=O)(=O)NC2CCCCC2)cc1)N1CCN(c2ccc(F)cc2)CC1 | 6% | -2%
-5% | O=C(CNC(=O)c1ccc2c(c1)OCO2)Nc1ncccc1O | nt | -3%
15% | COc1ccccc1CNC(=O)COC(=O)Cn1cnc2ccccc21 | 1% | -7%
2%&1% | Cn1c(=O)oc2cc(S(=O)(=O)NCCC(=O)NCc3ccc(F)cc3)ccc21 | 2%&-6% | 0%
-9% | Cc1ccc(S(=O)(=O)N2CCN(C)CC2c2ccccc2)cc1 (stereo not given) | 2% | nt
-4% | CC(C)c1nn2c(=O)cc(COC(=O)CNC(=O)c3ccccc3Cl)nc2s1 | 3% | nt
-16% | COC(=O)CON1C(=O)c2ccccc2C1=O | 5% | 3%
14% | Cc1cccc2c(=O)cc(CSc3ccccc3NC(=O)C(C)(C)C)[nH]c12 | 3% | nt
-20% | COc1ccc(C)cc1NC(=O)C(C)N(c1ccc(C)cc1)S(C)(=O)=O (stereo not given) | 5% | -21%
-6% | O=C(COC(=O)c1cc(-c2cccs2)nn1-c1ccccc1)Nc1cc([N+](=O)[O-])ccc1Cl | -1% | 2%
? | C[C@@H]1CC=C[C@H]2[C@H]1C(=O)N(Cc1ccccc1)[C@H]2c1ccc2ccccc2c1 | -2% | 22%
-4% | COc1ccc(Cc2c(O)nc(SCC(C)C)[nH]c2=O)cc1 | nt | -5%
-4% | N#Cc1ccc(-c2cn3c(n2)SCC3)cc1 | nt | -12%
3% | c1ccc(NCn2cncn2)nc1 | 2% | nt
1% | CS(=O)(=O)c1ccc(Cl)c(NC(=O)COC(=O)c2cccc(C#N)c2)c1 | 8% | 10%
-6% | C/C(=N\NC(=O)c1ccccc1Cl)c1ccccn1 | nt | 0%
30% | CCCc1cc(C(=O)N/N=C/c2ccc(C)o2)c2ccccc2n1 | 7% | -26%
-13% | COc1ccc(Cl)cc1NC(=O)CN1C(=O)C(C)(C)c2cc(S(=O)(=O)N3CCCCC3)ccc21 | 3% | nt
-11% | CCOC(=O)c1cc(C#N)c(SCc2cccc3ccccc23)nc1C | ? | nt
-2% | O=C(OCC(=O)N1CCCC1)c1ccc(S(=O)(=O)Nc2ccccc2)cc1 | 2% | -1%
-12% | COc1ccc(C(C)=O)cc1CC(=O)Nc1cccc(S(=O)(=O)N2CCOCC2)c1 | 0% | nt
-15% | O=C(CN1C(=O)COc2ccccc21)c1ccc(Cl)cc1 | -1% | 5%
-5% | Cc1nc(C(=O)N(C)C)nn1-c1ccc(Cl)cc1Cl | -1% | -5%
-1% | CCC(CO)Nc1ncnc2c1cnn2-c1ccc(Cl)cc1 (stereo not given) | 4% | 3%
-18% | COc1ccc(-c2noc(CC(=O)Nc3cc(OC)ccc3OC)n2)cc1 | -5% | nt
-20% | Cc1ccc2nc(C)cc(N/N=C/c3ccc(F)cc3)c2c1 | 0% | 8%
-2% | COc1ccc(N=C2C(=O)Nc3ccccc32)cc1 | 4% | 7%
-8% | O=C(O)/C=C\C(=O)Nc1ccc(N2CCN(c3cccc(Cl)c3)CC2)cc1 | 6% | -5%
7% | O=C(O)c1cc(S(=O)(=O)N2CCOCC2)c(Sc2ccccn2)cc1Sc1ccccn1 | 4% | 0%
2% | C/C(CCC12CC3CC(CC(C3)C1)C2)=N\NC(N)=S | 9% | 2%

Three compounds out of the list above, ordered by the number in N370S GC, falling.
canonical_smiles	N370S GC
Cc1ccc2nc(C)cc(N/N=C/c3ccc(F)cc3)c2c1	8%
COc1ccc(N=C2C(=O)Nc3ccccc32)cc1	7%
O=C(COC(=O)c1cc(-c2cccs2)nn1-c1ccccc1)Nc1cc([N+](=O)[O-])ccc1Cl	2%

Gathered by group, the entries above containing an NH in an aromatic ring (two)
FEN1 inh | smiles | TDP1 block | N370S GC
14% | Cc1cccc2c(=O)cc(CSc3ccccc3NC(=O)C(C)(C)C)[nH]c12 | 3% | nt
-4% | COc1ccc(Cc2c(O)nc(SCC(C)C)[nH]c2=O)cc1 | nt | -5%

(more compounds)
FEN1 inh | smiles | TDP1 block | N370S GC
nt | CCN(CC)CCN1C(=O)C(O)=C(C(C)=O)C1c1ccccc1 (stereo not given) | -2% | 6%
11% | Cn1nc(N)nc1N1CCN(c2ccc(F)cc2)CC1 | -3% | 0%
2% | COc1ccc(C(=O)C2CCCN(C(=O)CCc3ccccn3)C2)c(C)c1 (stereo not given) | 6% | 6%
-8% | Cc1ccc(S(=O)(=O)N2[C@@H](c3ccc(F)cc3)C(C(=O)O)=CC[C@H]2c2ccc(C(C)C)cc2)cc1 | 2% | -4%
-7% | NNC(=O)c1cc2c(ccc3ccccc32)o1 | 5% | 3%
-1% | O=C(Cn1nnc(-c2ccccc2NC(=O)c2ccccc2F)n1)NC1CCCC1 | 7% | 5%
-17% | CN(Cc1nc(-c2ccc(Cl)cc2)no1)C(=O)c1ccco1 | nt | -8%
30% | O=C(Nc1ccc(Cl)cc1)c1ccc2ncsc2c1 | nt | 0%
-1% | CC(O)CNc1nc2ccccc2n1CC(=O)NC12CC3CC(CC(C3)C1)C2 (stereo not given) | -2% | -17%
-11% | CSc1cccc(NC(=O)C2CCCN2S(=O)(=O)c2ccc3c(c2)CCC(=O)N3)c1 (stereo not given) | 3% | ?
-7% | CCCCNC(=O)Nc1ccccn1 | -1% | 7%
15% | CCN(CC)CCCNC(=O)c1cn(CC)c2cc(N3CCN(C(=O)c4ccco4)CC3)c(F)cc2c1=O | 6% | 25%
3% | C=CC[C@@H](CC(=O)N[C@@H](CO)Cc1ccccc1)C(=O)NC[C@@H](OC(=O)[C@@H](CC=C)CC(=O)OC(C)(C)C)c1ccccc1 | 1% | nt
10% | O=C(O)CCc1ccc(-c2ccc(F)cc2)n1CCC(=O)O | 0% | 0%
17% | Cc1ccc2c(c1)N(C(C)C(=O)NCc1ccc3c(c1)OCO3)C(=O)CO2 (stereo not given) | 5% | 15%
-1% | CC1CCN(C(=O)CN(c2cccc(F)c2)S(C)(=O)=O)CC1 | -3% | -6%
? | CCC(C(=O)OCC(=O)Nc1cc(C)ccc1OC)c1ccccc1 (stereo not given) | 4% | ?
1% | CCN1CCN(S(=O)(=O)c2cc(OC)c(Cl)cc2OC)CC1 | -1% | 17%
-14% | CC(C)=CC1C(C(=O)Nc2ccc(S(=O)(=O)N3CCOCC3)cc2)C1(C)C (stereo not given) | nt | -11%
-10% | O=C1c2ccccc2C(=O)N1CCCc1nc(-c2ccc(Cl)cc2)no1 | 0% | 4%
-15% | CCSc1cnc(-c2ccccc2)n1CC | 4% | 3%
6% | CC(c1ccccc1)n1cc(C(=O)NCc2cccnc2)nn1 (stereo not given) | 7% | 1%
4% | COc1ccc(C)cc1NC(=O)C(OC(=O)c1cnccn1)c1ccccc1 (stereo not given) | -12% | -1%
4% | CCCCCC(=O)O/N=C(\C)c1ccn(S(=O)(=O)c2ccccc2)c1 | nt | 0%
-8% | COc1ccc(OC)c(NC(=O)CCN2CC(C)OC(C)C2)c1 (stereo not given) | 0% | -3%
-2% | CCCCn1c(N)c(N(CCOC)C(=O)c2cc(S(=O)(=O)N3CCOCC3)ccc2F)c(=O)[nH]c1=O | 0% | 1%
-4% | CN(CC(=O)Nc1sccc1C(N)=O)S(=O)(=O)c1ccc(Cl)cc1 | 1% | nt
-15% | FC(F)(F)c1cccc(NCc2n[nH]c(=S)n2C2CCCCC2)c1 | 1% | 7%
-20% | CC(C)(C)c1ccc(S(=O)(=O)c2cn(CC(=O)Nc3ccccc3)c3ccccc3c2=O)cc1 | 4% | nt
-4% | Cc1cc(C)cc(OC(=O)c2cc(-c3ccc(Cl)cc3)on2)c1 | -8% | nt

A few values from the entries so far.
Value of CC(C)(C)c1ccc(S(=O)(=O)c2cn(CC(=O)Nc3ccccc3)c3ccccc3c2=O)cc1 under TDP1 block: 4%
Value of CC(O)CNc1nc2ccccc2n1CC(=O)NC12CC3CC(CC(C3)C1)C2 (stereo not given) under TDP1 block: -2%

Of the compounds above, three contain two or more sulfur atoms.
FEN1 inh | smiles | TDP1 block | N370S GC
7% | O=C(O)c1cc(S(=O)(=O)N2CCOCC2)c(Sc2ccccn2)cc1Sc1ccccn1 | 4% | 0%
-11% | CSc1cccc(NC(=O)C2CCCN2S(=O)(=O)c2ccc3c(c2)CCC(=O)N3)c1 (stereo not given) | 3% | ?
-4% | CN(CC(=O)Nc1sccc1C(N)=O)S(=O)(=O)c1ccc(Cl)cc1 | 1% | nt

More compounds.
FEN1 inh | smiles | TDP1 block | N370S GC
5% | COc1ccc2[nH]c(C(=O)N(C)c3ccc(F)cc3F)cc2c1 | -3% | -18%
-22% | O=C(c1cccc(Cl)c1)N1CCC(=O)N(C(COCc2cccc(Cl)c2)Cc2ccccc2)CC1 (stereo not given) | 1% | 4%
-11% | CCCC(=O)c1ccc(N2CCCCCC2)c(F)c1 | 2% | 14%
-3% | O=C(CSc1ncccn1)N1CCN(C(=O)CSc2ncccn2)CC1 | 2% | 3%
2% | Cc1ccnc(NC(=O)CCC(=O)N(CC(=O)NCc2ccc(F)cc2)c2ccc(F)cc2)c1 | nt | -12%
14% | Cc1ccc(-c2nnc(-c3cccnc3)o2)cc1 | nt | -4%
0% | CN1C(=O)CC(NNC(=O)c2ccccc2)C1=O (stereo not given) | 4% | 9%
7% | COc1ccc(S(=O)(=O)N(C)c2ccc(C(=O)NC3CC3)cc2)cc1 | 1% | -5%
0% | CN1CCN(S(=O)(=O)c2ccc(N3CCN(c4ccccc4Cl)CC3)nc2)CC1 | 1% | nt
-14% | CC(C)n1ncc2c(C(=O)Nc3cccc(S(=O)(=O)N(C)C)c3)cc(C3CC3)nc21 | 0% | nt
-1% | COc1ccc(C(=O)OCC(=O)Nc2c(C)n(C)n(-c3ccccc3)c2=O)cc1OC | 1% | nt
17% | Cc1ccc(C(=O)Nc2nccs2)s1 | nt | -8%
2% | Cc1ccc(C2NC(=O)Cc3ccccc32)cc1 (stereo not given) | 5% | 6%
-15% | COc1ccc(N2CCN(C(=O)c3ccc(CNS(=O)(=O)c4ccc(C)cc4)cc3)CC2)cc1 | 8% | ?
-1% | CC(=O)N1CCN(C(=S)NCCc2ccccc2)CC1 | 0% | -2%
3% | CCOc1ccccc1C(=O)NCCc1cnc[nH]1 | nt | 0%
-5% | CC1CC(C)CN(C(=O)C2CCN(S(=O)(=O)N3CCC4(CC3)OCCO4)CC2)C1 (stereo not given) | 5% | -3%
8% | COc1ccc(C[C@H]2c3cc(O)c(OC)cc3CC[N+]2(C)[O-])cc1O (stereo not given in full) | -1% | -13%
-14% | Cc1cc(C)c(-n2nnnc2SC(C)C)c(C)c1 | -3% | -13%
nt | COc1cccc([C@H](O)Cn2cc(-c3cccc(CON=C(C)C)c3)nn2)c1 | 3%[21 µM] | -3%[12.8 µM]
-1% | Cc1[nH]c2ccc(-c3nnc(SCC(=O)N4CCCc5ccccc54)o3)cc2c1C | -1% | -1%
6% | COCCCN1C(=O)c2oc3ccccc3c(=O)c2C12C(=O)N(C)c1ccccc12 (stereo not given) | 4% | nt
-5% | CC(C)c1ccc(NC(=O)[C@@H](C)NC(=O)[C@@H]2Cc3ccccc3CN2)cc1 | 6% | -6%
-6% | C=CCS/C(N)=N\N=C\c1cc(Br)cc([N+](=O)[O-])c1O | 6% | -3%
-2% | COc1ccc(CN2CCN(C(=O)C3CC(=O)N(C4CCCCCC4)C3)CC2)c(OC)c1OC (stereo not given) | -2% | 21%
6% | COc1cccc(/C=N\NC(=O)c2ccc(C)nc2)c1 | nt | -2%
0% | CCn1c(SCC(=O)Nc2nonc2C)nnc1-c1ccoc1C | 6% | 8%
18% | CCOC(=O)N1CCN(CC(O)COc2c(C)cc(C)cc2C)CC1 (stereo not given) | nt | -6%
-15% | CCC(C)(c1nnnn1-c1c(C)cccc1C)N(N=O)c1ccccc1Cl (stereo not given) | 3% | -6%
5% | O=C(N/N=C/c1cccc(F)c1)c1c(O)c2ccccc2[nH]c1=O | 8% | 4%
9% | O=C(COCC(=O)N/N=C/c1ccc(F)cc1)N/N=C/c1ccc(F)cc1 | -4% | 1%
-5% | COc1ccc(CC(=O)Nc2nc3c(s2)CC(C(C)(C)C)CC3)cc1 (stereo not given) | 0% | nt
9% | S=C(Nc1ccc2cn[nH]c2c1)Nc1ccccc1Cl | 3% | -3%
-16% | COC(=O)c1oc2ccc(Cl)cc2c1N | 0% | 1%
2% | CC(C)c1ccc(NC(=O)C2CC(=O)N(C(C)C)C2)cc1 (stereo not given) | 5% | -16%
-1% | Cc1cccc(NC(=O)CCS(=O)(=O)c2ccc(Br)cc2)c1 | nt | -3%
0% | CN(CC(=O)Nc1cccc([N+](=O)[O-])c1)S(=O)(=O)c1ccccc1 | 0% | -3%
-8% | CCCn1c(CCC(=O)Nc2cccc(CC)c2)nc2cccnc21 | 4% | nt
-7% | COc1ccc(CCNC(=S)NCCc2ccc(OC)c(OC)c2)cc1OC | 7% | -5%
-1% | CCN(c1ccccc1)S(=O)(=O)c1cccc(C(=O)NCC(c2cccs2)N(C)C)c1 (stereo not given) | 3% | ?
